Compound activity: PubChem, several laboratories
rCAG binder = binds r(CAG) RNA repeats; hit rate 1.3% among 370,000; r(CAG) RNA repeat, TO-PRO-1 dye displacement fluorescence; inhibition, % at 3 µM;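 active = inhibition above the plate cutoff, the mean of all test compounds on that plate plus 3 SD, cut at about 35% in these data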;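 also: 0% = DMSO alone and 100% = 100 µM mitoxantrone as full dye displacement; higher means more dye released from RNA so lower well fluorescence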
LEDGF integ inh = blocks HIV-1 LEDGF/p75-dependent DNA integration. inhibition, % at 3.7 µM. AID 743269. hit rate 0.64% among 370,000. TR-FRET IN-LEDGF/p75 DNA integration, Eu/Cy5;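 active = inhibition above the screen-wide mean plus 3 SD, cut at about 13% in these data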;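 also: signal is the Cy5 over europium emission ratio at 671 and 618 nm; 0% = plate median of compound wells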
PRMT1 FP inh = PRMT1 (human) inhibition, primary screen; recombinant PRMT1, activity-based probe fluorescence polarization; inhibition, % at 2.79 µM; hit rate 1.3% among 370,000; AID 652257;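 active = inhibition above about 21% made by adding two undisclosed values, limit read from the data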
TCR-CD3 inh = blocks the human TCR-CD3 interaction | hit rate 0.37% among 360,000 | TAMRA-labeled TCR probe fluorescence, biochemical | inhibition, % at 9.4 µM; in the data active = inhibition above about 19%;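 also: recombinant mutant TCR 2C K166C tagged with TAMRA read by polarization; 0% = receptor in buffer alone and 100% = receptor with positive control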
SIAE inh = human SIAE inhibition, primary screen | SIAE FP-Rh probe binding, fluorescence polarization | inhibition, % at 9.66 µM | hit rate 0.69% among 370,000;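 active = inhibition above a cutoff: mean of compounds within the control limits plus 3 SD of those, cut at about 17% in these data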;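 also: 0% = plate median of compound wells and 100% = probe without SIAE protein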
Target sequence (Q9HAT2 whole entry, looked up): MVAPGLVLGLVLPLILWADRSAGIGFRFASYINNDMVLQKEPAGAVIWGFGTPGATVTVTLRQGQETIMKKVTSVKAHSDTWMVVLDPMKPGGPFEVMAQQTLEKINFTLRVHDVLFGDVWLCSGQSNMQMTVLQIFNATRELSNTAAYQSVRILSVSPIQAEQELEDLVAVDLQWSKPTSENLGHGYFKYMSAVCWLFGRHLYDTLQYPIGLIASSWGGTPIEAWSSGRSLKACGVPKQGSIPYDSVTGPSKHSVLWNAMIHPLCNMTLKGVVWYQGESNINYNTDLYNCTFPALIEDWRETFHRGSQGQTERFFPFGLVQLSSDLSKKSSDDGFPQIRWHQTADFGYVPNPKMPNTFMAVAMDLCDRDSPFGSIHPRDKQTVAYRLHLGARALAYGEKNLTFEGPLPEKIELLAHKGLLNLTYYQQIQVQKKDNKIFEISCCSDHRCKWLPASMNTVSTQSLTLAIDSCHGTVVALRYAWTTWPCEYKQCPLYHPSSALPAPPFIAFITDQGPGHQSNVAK
NPR2 activator = GC-B (human) receptor activation; AID 1920062; hit rate 0.11% among 370,000; HEK293-GC-B cells, CNP EC30, cGMP TR-FRET; 0% at EC30 CNP, 100% saturating CNP; P20594; activation, % at 10 µM;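 active = activation at 10 µM reaching about 35% in either raw or pattern-adjusted values, limit read from the data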
TDP2 absorb = TDP2 (human) inhibition, absorbance primary screen | O95551 | recombinant TDP2, T5PNP hydrolysis, p-nitrophenol absorbance 415 nm | AID 720702 | hit rate 0.34% among 370,000 | inhibition, % at 12.8 µM;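 active = inhibition above the mean of all tested compounds plus 3 SD, set per campaign, cut at about 25% in these data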;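 also: 0% = DMSO with enzyme and 100% = buffer with substrate but no TDP2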
Target sequence (O95551 whole entry, looked up): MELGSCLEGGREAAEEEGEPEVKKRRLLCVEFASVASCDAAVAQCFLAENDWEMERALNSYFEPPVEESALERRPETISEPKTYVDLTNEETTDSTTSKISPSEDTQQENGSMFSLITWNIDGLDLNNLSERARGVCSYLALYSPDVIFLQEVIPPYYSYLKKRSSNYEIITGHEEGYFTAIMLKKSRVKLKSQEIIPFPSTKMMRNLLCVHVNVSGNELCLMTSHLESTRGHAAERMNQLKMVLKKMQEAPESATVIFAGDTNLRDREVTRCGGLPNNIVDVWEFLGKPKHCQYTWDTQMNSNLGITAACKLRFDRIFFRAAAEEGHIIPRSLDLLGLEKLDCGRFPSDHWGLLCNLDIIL
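Evaluation: % inhibition relative to enzyme-containing and enzyme-free wells. Material: recombinant human TDP2. Benchmarks: enzyme-free and DMSO wells. Timing: enzyme reaction with compound for 2 h at 37 °C. Compound dosing: 12.8 µM only. Measured by: p-Nitrophenol epi absorbance. Reagent: T5PNP substrate at 5 mM, a TopII-DNA adduct mimic. Replication: single well per compound.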
mABHD4 FP = inhibits mouse alpha/beta hydrolase domain 4; Q8VD66; purified mABHD4, FP-Rh probe fluorescence polarization; inhibition, % at 8.92 µM; hit rate 0.54% among 370,000;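 active = inhibition exceeding the mean over every tested compound plus 3 SD, cut at about 30% in these data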;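 also: 0% = plate median of compound wells and 100% = S159A mutant with DMSO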
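Test system: mABHD4 protein | Buffer or medium: HEPES pH 7.0 buffer, 150 mM NaCl, 0.01% Pluronic F-127 | Probe or stimulus: FP-Rh fluorescent activity-based probe, added after compound pre-incubation | Timing: Pre-incubation 45 min, probe exposure 60 min, at 25 °C | Technique: Fluorescence polarization, excitation 525 nm, emission 598 nm, BODIPY TMR filters | Repeats: Single well per compound (singlicate)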
HTRA1 inh = inhibitors of human serine peptidase HTRA1 | AID 504803 | inhibition, % at 5.96 µM | hit rate 0.5% among 340,000 | recombinant HTRA1, FP-rhodamine activity-based probe, fluorescence polarization | Q92743; in the data active = inhibition above about 36%;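 also: 0% = enzyme with DMSO and 100% = wells lacking enzyme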
MBD2 inh = MBD2-methylated oligo binding inhibition; Q9UBB5; TR-FRET, MBD2 binding to methylated oligonucleotide; inhibition, % at 4.4 µM; hit rate 0.31% among 370,000; in the data active = inhibition above about 13%
* marks the source's active call; other numbers are inactive results; . = no result given; & = joins results of further samples. A portion of the library (hit frequency here may not be typical).

SMILES | rCAG binder | LEDGF integ inh | PRMT1 FP inh | TCR-CD3 inh | SIAE inh | NPR2 activator | TDP2 absorb | mABHD4 FP | HTRA1 inh | MBD2 inh
Cc1cccc(NC(=O)C2CCCN2C(=O)Oc2ccccc2)c1 (stereo not given) | -2 | -2 | 1 | -3 | 1 | 3 | -1 | 6 | 3 | 2
O=C(CNC(=O)c1cccc(OC(F)F)c1)OCc1cc(=O)n2cc(Br)ccc2n1 | 7 | 3 | -2 | 6 | 6 | -4 | -14 | -3 | 6 | 8
C/C(=N\NC(=O)CNC(=O)c1ccc(Br)cc1)c1ccco1 | 3 | 0 | 2 | -3 | 8 | 0 | 36* | 1 | -1 | 2
c1ccc(CC2CCN(Cc3ccccn3)CC2)cc1 | -3 | -2 | 2 | 6 | 0 | 1 | -6 | 11 | -2 | 0
Cc1cccc(N2CCN(c3nc(C)cc(C)c3C#N)CC2C)c1 (stereo not given) | 2 | 1 | 7 | 8 | -5 | -6 | 4 | 0 | -7 | 4
COC(=O)c1c(NC(=O)C(=O)N2CCCC2)sc2c1CC(C)(C)OC2 | -1 | 1 | 2 | 2 | -2 | 2 | 6 | 4 | 3 | -5
Cc1nc(CNC(=O)CC2C(=O)NCCN2Cc2cccc(Oc3ccccc3)c2)cs1 (stereo not given) | 6 | 5 | 3 | -5 | 7 | -5 | -13 | -5 | 44* | -1
CCn1cc(C(=O)N[C@@H](C)C(=O)NCCCO)c(=O)c2cc3c(cc21)OCO3 | 1 | 1 | 1 | -1 | -8 | 0 | 9 | 2 | 6 | -5
O=C(NCCNCc1cccs1)c1ccccc1F | -1 | -4 | -3 | 0 | 13 | 0 | 21 | 14 | -2 | -1
C#CCNC(=O)C1=C[C@@H](C(C)(C)C)C[C@@H](OCc2ccc(CO)cc2)O1 | -4 | 0 | 0 | 3 | -4 | 4 | 8 | 3 | -7 | -4
O=C(Nc1cccc(-c2nnc(-c3ccccc3)o2)c1)C1CCCCC1 | 3 | -1 | 2 | 4 | -2 | 1 | -5 | -20 | -5 | 10
CCOC(=O)c1ccccc1NS(=O)(=O)c1ccc(S(=O)(=O)N2CCCC2)cc1 | 3 | 1 | 0 | 3 | 1 | 0 | -11 | -4 | -8 | -6
COc1ccc(C(=O)NOCc2ccccc2)cc1 | -2 | 1 | -3 | 0 | 7 | 2 | -6 | -3 | -1 | 3
Cc1ccc(N=C2NC(=O)CS2)cc1 | 5 | -3 | 1 | 3 | -1 | 0 | -10 | 6 | -6 | -2
CCOc1[nH]n(-c2ccc(Cl)cc2)c(=O)c1C=NCC(=O)OC | 0 | 0 | 0 | -2 | -1 | 1 | -8 | 3 | 1 | 0
O=C(O)C(=O)/C(=C\c1ccsc1)c1ccc2ccccc2n1 | 2 | 5 | 1 | 7 | -3 | -3 | 6 | 7 | 0 | -2
Cc1cccc(NC(=O)C2CCN(S(=O)(=O)c3cccc4nsnc34)CC2)n1 | -3 | 0 | 2 | -5 | -1 | 0 | 6 | -1 | -8 | 3
CCOCC(=O)Nc1nc2c(s1)C(=O)CC(C)(C)C2 | 3 | 6 | -4 | 2 | 7 | -7 | -2 | 4 | 1 | -9
COC(=O)[C@]12C[C@H](CC(=O)NCc3cccc4ccccc34)C(=O)N(CCc3ccc(OC)c(OC)c3)C1=C[C@H](C(C)C)O[C@@H]2C1CC1 | 7 | 0 | 4 | . | 3 | 2 | -9 | -1 | . | 5
Cc1ccnc(SCC(=O)c2cccs2)n1 | -2 | 5 | 4 | 8 | 1 | 2 | 1 | 0 | -5 | 0
CN(C)c1nc(-c2ccccc2)c2cc(Cl)ccc2n1 | 1 | 3 | -2 | -7 | -7 | 8 | 1 | 0 | -4 | 1
Cc1ccc(-c2nc3cccnc3s2)cc1NS(=O)(=O)c1cccs1 | 26 | -1 | 5 | -10 | -7 | -3 | -5 | -4 | -26 | -1
CCCc1cc(C(=O)Nc2cccc(Cl)c2)no1 | -1 | 0 | 2 | 4 | -1 | 0 | 6 | -3 | -4 | -2
CCC(C)n1c(SCC(=O)NC2CC2)nc2ccccc2c1=O (stereo not given) | 0 | 7 | -2 | -1 | 0 | 2 | -3 | -1 | 2 | 2
CCn1c(=O)c(C(=O)NCc2ccc(OC)c(OC)c2)c(O)c2ccccc21 | 2 | 0 | -1 | 1 | -1 | 9 | 5 | 2 | -7 | -3
N#C/C(C(=O)N1CCOCC1)=C1/SC(Cc2ccccc2)C(=O)N1c1ccccc1 (stereo not given) | -5 | 0 | 0 | -1 | 4 | 1 | 17 | 0 | 0 | -6
CS(=O)(=O)c1ccc(Cl)c(NC(=O)CN2CCCC2c2ccc3c(c2)OCCCO3)c1 (stereo not given) | 2 | -1 | 1 | 6 | 1 | -2 | 0 | -11 | -7 | 1
COc1cc(C(=O)OC(C)CN2CCOCC2)cc(OC)c1OC (stereo not given) | -2&-3 | 0&-5 | -5&1 | -4&-1 | 10&-2 | 1&3 | 4&-7 | -3&4 | -3&0 | 3&6
Cc1cc(NC(=O)CCC(=O)N(Cc2ccco2)C(C(=O)NC2CCCC2)c2ccccc2)no1 (stereo not given) | -9 | -1 | 1 | 2 | -1 | 1 | 2 | 3 | -3 | 1
O=C1CC2(CCN(S(=O)(=O)c3ccccc3F)CC2)Oc2ccccc21 | -7 | 1 | 1 | -4 | 3 | 1 | -12 | 3 | -6 | 3
COc1ccc(C(=O)NC2CCSc3ccccc32)cc1F (stereo not given) | 4 | -1 | 1 | -2 | -16 | 2 | -2 | 5 | -21 | 5
CN1CCN(c2ccc(S(=O)(=O)N3CCOCC3)cc2NC(=O)CSCc2ccccc2)CC1 | 3 | -1 | -4 | 1 | -3 | 0 | -9 | 2 | 0 | -6
O=C(Nc1ccc(Br)cc1F)C1CCCO1 (stereo not given) | -1 | 0 | 0 | -4 | -7 | -1 | -9 | 10 | -2 | 4
Cc1ccc(OCCCN2CCOCC2)cc1 | -5 | 2 | -1 | -7 | -1 | 2 | 17 | 4 | -18 | -2
CC(C)(C)N(Cc1ccccc1)C(=O)COC(=O)CNC(=O)c1ccco1 | -6 | 5 | -3 | 5 | 0 | -2 | 12 | 0 | -2 | -5
O=C(CSc1ccccc1)Nc1cccnc1 | 2 | 0 | 0 | -3 | 4 | 4 | 4 | 2 | 1 | -2
Cc1ccc(C(=O)NCC(=O)NC23CC4CC(CC(C4)C2)C3)cc1 | -7 | -7 | 6 | -8 | 0 | 9 | -8 | 2 | 6 | 1
COc1cccc(CNC(=O)c2ccc(S(=O)(=O)N3CCCCC3)cc2)c1 | -2 | -4 | -4 | 3 | 7 | 3 | 10 | -2 | -10 | 4
CC(C)Oc1ccc(C2CC(=O)N(c3cccc(Br)c3)C2=O)cc1 (stereo not given) | -4 | -2 | -115 | -4 | 1 | 1 | 3 | -5 | . | 2
COc1cc(OC)c(C2=NOC(C(=O)O)C2)cc1Cl (stereo not given) | 2 | -1 | -1 | 6 | 0 | -2 | 4 | 6 | 7 | -4

Sorted by value in TCR-CD3 inh (smallest number first): 3 from the list above
smiles,TCR-CD3 inh
O=C(Nc1ccc(Br)cc1F)C1CCCO1 (stereo not given),-4
COc1cccc(CNC(=O)c2ccc(S(=O)(=O)N3CCCCC3)cc2)c1,3
COc1cc(OC)c(C2=NOC(C(=O)O)C2)cc1Cl (stereo not given),6

Continuation.
SMILES | rCAG binder | LEDGF integ inh | PRMT1 FP inh | TCR-CD3 inh | SIAE inh | NPR2 activator | TDP2 absorb | mABHD4 FP | HTRA1 inh | MBD2 inh
CS(=O)(=O)N(Cc1ccccc1)c1ccc(C(=O)Nc2ccccc2Sc2ccccc2)cc1 | -1 | -1 | -3 | 0 | -4 | -2 | 1 | -3 | -1 | 1
O=C1CC(=O)Nc2cc(S(=O)(=O)N3CCN(c4cccc(C(F)(F)F)c4)CC3)ccc2N1 | 5 | 0 | -2 | -4 | 6 | 1 | -3 | -5 | 9 | 8
CC(Oc1ccccc1F)C(=O)NNC(=O)CCNC(=O)c1ccccc1Cl (stereo not given) | 1 | 3 | -1 | 9 | -8 | 6 | -16 | -3 | 7 | 1
c1ccc(CSc2ccc(-c3ccc4c(c3)OCO4)nn2)cc1 | -2 | -4 | 6 | 0 | -4 | 4 | -2 | -2 | -6 | 3
CCCS(=O)(=O)NC(=O)C1(C)CCN(C(=O)c2cc(C)on2)C1 (stereo not given) | 1 | -6 | -1 | -8 | -1 | -2 | -11 | -2 | . | 4
CCOc1ccccc1NC(=S)N1CCC(NC(=O)c2ccco2)CC1 | 30 | 2 | -7 | -6 | 0 | -2 | 5 | -6 | -2 | -1
Cc1ccccc1OCC(=O)NNC(=O)C1CC(=O)N(c2ccc3c(c2)OCCO3)C1 (stereo not given) | 2 | 1 | -2 | 0 | 4 | 3 | -2 | 2 | -3 | 3
Cc1cc(Nc2ccccc2)nn1C(=O)c1ccc([N+](=O)[O-])cc1 | 5 | -1 | 4 | -5 | 9 | -16 | 6 | 11 | 5 | 4
CN(C)S(=O)(=O)c1cc(NC(=O)CN2CCN(c3ccccc3)CC2)ccc1Cl | 3 | -2 | -1 | 0 | 3 | -2 | 2 | -1 | 1 | 0
O=C(COC(=O)c1cccc(Br)c1)NC1CCCCCCC1 | 1 | 1 | 2 | -5 | -1 | -1 | 2 | -5 | -22 | -1
COc1cc2[nH]c(C(=O)N3CCN(c4ccc(F)cc4)CC3)cc2c(OC)c1OC | 0 | 7 | 6 | -6 | -8 | 0 | -12 | 0 | 3 | 8
O=C(Nc1ccccc1N1CCOCC1)c1ccc(Cl)c(S(=O)(=O)N2CCCC2)c1 | 5 | -9 | 2 | 1 | -3 | -4 | -5 | -3 | -4 | 3
CC1(C(=O)NS(=O)(=O)c2ccc(Cl)cc2)CCN1C(=O)CC1CCCC1 (stereo not given) | 9 | -1 | 0 | 2 | 3 | 3 | 4 | 5 | . | -6
Cc1cc(=O)oc2cc(OCC(=O)Nc3c(C)n(C)n(-c4ccccc4)c3=O)c(Cl)cc12 | -1 | 1 | -7 | 8 | 0 | -4 | -17 | 5 | 1 | -2
C=CCN1C(=O)S/C(=C\c2ccc(N3CCOCC3)cc2C)C1=O | -5 | 1 | -2 | 6 | -4 | -1 | 4 | -2 | 9 | 4
Cc1cc(Nc2ccc3c(c2)OCCO3)n2nc(C)nc2n1 | 1 | -2 | -2 | -5 | 4 | 1 | 4 | -3 | 2 | 2
O=C(NC(=S)Nc1cccc([N+](=O)[O-])c1)c1ccccc1 | 1 | 2 | -3 | 1 | -1 | -1 | -5 | -3 | . | 0
CN(CCc1ccccn1)C(=O)CC1C(=O)NCCN1Cc1ccccc1C(F)(F)F (stereo not given) | -2 | 2 | -2 | 1 | 0 | 1 | 7 | -3 | 8 | -1
O=C(N1CCN(c2ccccc2F)CC1)C12CC3CC(CC(C3)C1)C2 | -1 | 0 | 2 | -4 | -5 | 10 | -2 | 2 | -11 | 2
O=C(NC1CCCc2c1cnn2-c1ccc(F)cc1F)c1csnn1 (stereo not given) | 0 | -1 | 1 | -3 | 8 | -5 | 9 | -8 | -1 | 1
